From PubChem
GSK3 alpha inh: blockers of GSK3A enzyme activity – biochemical, luminescence, cell-free homogeneous, HTS, primary screen. Glycogen synthase kinase-3 alpha (Homo sapiens), P49840. GSK-3 alpha kinase, ADP-Glo luminescence, 60 min. inhibition, % at 10 µM. actives 0.1% (n = 320,000);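 in the data active = inhibition above about 50%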;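 also: GST-tagged GSK-3 alpha with peptide substrate and 25 µM ATP; 0% = DMSO neutral wells and 100% = GW8510 positive control wells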
Target sequence (P49840 whole entry, looked up): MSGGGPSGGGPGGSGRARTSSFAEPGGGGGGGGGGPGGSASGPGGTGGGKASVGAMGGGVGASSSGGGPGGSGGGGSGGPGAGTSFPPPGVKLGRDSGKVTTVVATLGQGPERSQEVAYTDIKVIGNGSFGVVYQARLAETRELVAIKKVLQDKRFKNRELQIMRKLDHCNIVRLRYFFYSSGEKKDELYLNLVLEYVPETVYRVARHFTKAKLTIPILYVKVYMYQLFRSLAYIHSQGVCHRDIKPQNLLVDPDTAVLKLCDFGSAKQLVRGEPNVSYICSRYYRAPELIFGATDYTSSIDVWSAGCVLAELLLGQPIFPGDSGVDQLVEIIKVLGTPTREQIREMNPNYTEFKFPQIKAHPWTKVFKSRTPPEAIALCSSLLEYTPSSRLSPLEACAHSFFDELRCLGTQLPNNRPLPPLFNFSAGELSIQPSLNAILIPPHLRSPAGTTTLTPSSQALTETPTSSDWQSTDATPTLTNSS
* marks the source's active call; other numbers are inactive results. An excerpt (hit frequency here may not be typical).

SMILES	GSK3 alpha inh
CCCNC(=O)N1[C@H]2CC[C@@H]1C(C(=O)OC)=C(c1ccc(OC)c(OC)c1)C2	-1.1
CCCN1CCC[C@@H](c2cccc(O)c2)C1	0.6
CNC(C)(C)Cc1ccccc1	1.0
COC(=O)C1=C(c2ccccc2OCc2ccccc2)C[C@@H]2CC[C@H]1N2C(=O)NCc1ccc(C(F)(F)F)cc1	2.1
N#C/C=C/C#N	-4.0
COC(=O)C1=C(c2c(C)noc2C)C[C@@H]2CC[C@H]1N2C(=O)NCCOc1ccccc1	-3.5
COC(=O)C1=C(c2ccc(F)cc2F)C[C@@H]2CC[C@H]1N2C(=O)N1CCCC1	0.0
COC(=O)C1=C(c2ccc3ccccc3c2)C[C@@H]2CC[C@H]1N2C(=O)NCc1ccc(F)cc1	-2.4
COC(=O)C1=C(c2ccccc2OCc2ccccc2)C[C@@H]2CC[C@H]1N2C(=O)NCCc1ccc(F)cc1	-4.0
COC(=O)C1=C(c2ccc(F)cc2OCc2ccccc2)C[C@@H]2CC[C@H]1N2C(=O)NCc1ccc(N(C)C)cc1	-2.9
COC(=O)C1=C(c2ccc(F)cc2OCc2ccccc2)C[C@@H]2CC[C@H]1N2C(=O)N1CCCCC1	-1.2
BrCCc1ccccc1	-5.1
COC(=O)C1=C(c2ccccc2OCc2ccccc2)C[C@@H]2CC[C@H]1N2C(=O)NCCCOC(C)C	-2.2
C[C@]12CCC(=O)C=C1C=CC1C2CC[C@]2(C)C(=O)CCC12 (some centres not stated)	1.4
CCCn1c(C)c(C(=O)c2cccc3ccccc23)c2ccccc21	-4.7
C#CCOC(=O)C1=CCCN(C)C1	-1.6
CC(C)(C)C(=O)O[C@H]1CC[C@@]2(C)C(=CC(=O)C3C2CC[C@]2(C)C(=O)[C@@H](F)CC32)C1 (some centres not stated)	-2.0
O=c1[nH]oc2c1CCNC2	-0.9
C[C@@H]1NCCc2cc(O)c(O)cc21	-1.9
COC(=O)C1=C(c2ccc(F)cc2F)C[C@@H]2CC[C@H]1N2C(=O)NCCNC(C)=O	-0.2
COC(=O)C1=C(c2ccc(F)cc2OCc2ccccc2)C[C@@H]2CC[C@H]1N2C(=O)N1CCOCC1	-2.9
Cc1ccccc1NC(=O)COC(=O)c1cc(C)n(C2CC2)c1C	-0.6
COC(=O)C1=C(c2ccc(OC)c(OC)c2)C[C@@H]2CC[C@H]1N2C(=O)N1CCc2cc(OC)c(OC)cc2C1	-1.4
COC(=O)C1=C(c2ccccc2OCc2ccccc2)C[C@@H]2CC[C@H]1N2C(=O)NCc1ccc(Cl)cc1	-1.4
CCN(CC(=O)Nc1ccc(NC(C)=O)cc1)C(=O)CSC(c1ccccc1)c1ccccc1	-0.4
COC(=O)C1=C(c2ccc(F)cc2OCc2ccccc2)C[C@@H]2CC[C@H]1N2C(=O)NCCOc1ccccc1Cl	-1.0
C[C@]12CCC3C(C(=O)C[C@H]4C[C@@H](O)CC[C@]34C)C1CCC2=O (some centres not stated)	-2.6
c1ccc2c(c1)-c1cccc3cccc-2c13	-1.3
COC(=O)C1=C(c2cccc(OC)c2OC)C[C@@H]2CC[C@H]1N2C	0.2
COC(=O)C1=C(c2ccc3ccccc3c2)C[C@@H]2CC[C@H]1N2C(=O)NC1CCCCC1	-0.6
CCCCC(CC)COC(=O)c1ccccc1C(=O)OCC(CC)CCCC (configuration not stated)	-1.2
CC(=O)O[C@H]1[C@H]2O[C@]23[C@@H]2CC[C@]4(O)C[C@@H](O)CC[C@]4(C)C2CC[C@]3(C)[C@H]1c1ccc(=O)oc1 (some centres not stated)	-1.3
COC(=O)C1=C(c2ccc(F)cc2OCc2ccccc2)C[C@@H]2CC[C@H]1N2C(=O)N1CCCC1	-2.2
NC(=O)c1ccsc1NC(=O)COC(=O)Cc1ccccc1	24.8
CC(=O)O[C@@H]1CC[C@]2(C)C3CC[C@]4(C)C(=O)[C@H](O)CC4C3[C@@H](OC(C)=O)C[C@H]2C1 (some centres not stated)	-4.5
c1ccc(Nc2ccc(Nc3ccccc3)cc2)cc1	-1.2
c1ccc(OCC2CO2)cc1 (configuration not stated)	-0.5
COC(=O)C1=C(c2c(C)noc2C)C[C@@H]2CC[C@H]1N2C(=O)NCc1ccc(C(F)(F)F)cc1	-2.8
CN(C)N=O	-1.4
CC[C@H](C)[C@@H]1O[C@@]2(C=CC1C)CC1C[C@@H](CC=C(C)C(O[C@H]3CC(OC)C(O[C@H]4CC(OC)C(O)C(C)O4)C(C)O3)C(C)C=CC=C3CO[C@@H]4C(O)C(C)=C[C@@H](C(=O)O1)[C@]34O)O2 (some centres not stated)	-1.0
COC(=O)C1=C(c2ccccc2)C[C@@H]2CC[C@H]1N2C	-2.1
COC(=O)C1=C(c2ccc(OC(F)(F)F)cc2)C[C@@H]2CC[C@H]1N2C(=O)NCCc1ccccc1	-1.4
COC(=O)C1=C(c2cccc(OCc3ccccc3)c2)C[C@@H]2CC[C@H]1N2C(=O)NCc1ccc2[nH]ccc2c1	-1.6
COC(=O)C1=C(c2ccc(F)cc2F)C[C@@H]2CC[C@H]1N2C(=O)N1CCC(C)CC1	-1.0
CCN1C[C@]2(C)CC[C@H](O)[C@]34C1[C@H](C[C@H]23)[C@@]1(O)C[C@H](OC)[C@H]2C[C@@H]4[C@@H]1C2O (some centres not stated)	0.4
COC(=O)C1=C(c2ccc(Cl)c(C(F)(F)F)c2)C[C@@H]2CC[C@H]1N2C(=O)NCCCOC(C)C	0.0
CC1CC(C)CN(C(=O)COC(=O)c2cn(C)c3ccccc23)C1 (configuration not stated)	0.4
COC(=O)C1=C(c2ccc(OC(F)(F)F)cc2)C[C@@H]2CC[C@H]1N2C(=O)NCCOc1ccccc1	-0.7
COCCNC(=O)N1[C@H]2CC[C@@H]1C(C(=O)OC)=C(c1ccc(OC(F)(F)F)cc1)C2	-1.5
C[C@]12CC[C@@H](O)CC1=CCC1C2CC[C@]2(C)C(=O)[C@H](F)CC12 (some centres not stated)	-0.9
C1CCC2CCCCC2C1 (configuration not stated)	0.9
Cc1ccc(O)c(C)c1	-0.4
COC(=O)C1=C(c2ccc(C(C)=O)cc2)C[C@@H]2CC[C@H]1N2C(=O)NCc1ccco1	-0.2
COC(=O)C1=C(c2ccc(F)cc2F)C[C@@H]2CC[C@H]1N2C(=O)NCCOc1ccccc1Cl	0.9
CC(C)(C)C(=O)O[C@H]1CC[C@@]2(C)C(=CC(=O)C3C2CC[C@]2(C)C(=O)CCC32)C1 (some centres not stated)	1.0
C=C(COC(=O)CCC(=O)O)CC1CC(O)[C@]2(C)OC3CC4OC5C[C@]6(C)O[C@]7(C)CCC8OC9C[C@]%10(C)OC%11C(C)=CC(=O)OC%11CC%10OC9C[C@@H](C)C8OC7CC6O[C@]5(C)C/C=C\C4OC3CC2O1 (some centres not stated)	-1.4
COC(=O)C1=C(c2ccc(C(C)=O)cc2)C[C@@H]2CC[C@H]1N2C(=O)NCCO	-2.3
COC(=O)C1=C(c2ccc(F)cc2OCc2ccccc2)C[C@@H]2CC[C@H]1N2C(=O)NC1CCN(Cc2ccccc2)CC1	-1.1
COc1ccccc1NC(=O)COC(=O)c1cc(C)n(C2CC2)c1C	-0.9
COC(=O)C1=C(c2c(C)noc2C)C[C@@H]2CC[C@H]1N2C(=O)NCc1ccco1	-4.5

(continued)
SMILES	GSK3 alpha inh
COC(=O)C1=C(c2cccc(OCc3ccccc3)c2)C[C@@H]2CC[C@H]1N2C(=O)NCc1ccc(N(C)C)cc1	-2.1
O=C(COC(=O)Cc1ccccc1)NNC(=O)c1ccc([N+](=O)[O-])cc1	11.7
Cc1cc(C(=O)OCC(=O)Nc2ccc(F)cc2)c(C)n1C1CC1	0.5
NC1CCc2cc(O)c(O)cc2C1 (configuration not stated)	-1.6
COC(=O)C1=C(c2ccc(F)cc2OCc2ccccc2)C[C@@H]2CC[C@H]1N2C(=O)NCc1ccccc1Cl	-1.6
CCCNC(=O)N1[C@H]2CC[C@@H]1C(C(=O)OC)=C(c1ccc3ccccc3c1)C2	-4.6
CCC(c1ccc(C)cc1)N1C(=O)C2C3CCC(O3)C2C1=O (configuration not stated)	0.3
CN(C)Cc1c[nH]c2ccccc12	0.5
COC(=O)C1=C(c2ccc(F)cc2OCc2ccccc2)C[C@@H]2CC[C@H]1N2C(=O)NCCN1CCOCC1	1.0
C[C@]12CCC(=O)C=C1C=C[C@@H]1[C@@H]2CC[C@@]2(C)[C@H]1CC[C@@]2(O)CCC(=O)O	0.0
COC(=O)C1=C(c2c(C)noc2C)C[C@@H]2CC[C@H]1N2C(=O)NCc1ccc2c(c1)OCO2	-0.9
COc1ccc2[nH]c(C)c(CCNCc3cc(OC)c4c(c3)OCO4)c2c1	4.9
NNC(=O)c1ccc(O)cc1	1.1
Cn1cc(C(=O)OCC(=O)NC2CCCCC2)c2ccccc21	1.9
Nc1ccccc1Cl	-5.2
C[C@]12CCC3C(CC[C@@H]4CC(=O)CC[C@]34C)C1CC[C@@H]2O (some centres not stated)	-3.7
C[C@]12CCC3[C@@H](CC[C@@H]4C[C@H](O)CC[C@]34C)[C@@H]1CCC2=O (some centres not stated)	0.0
CC(C)(Cl)[N+](=O)[O-]	1.1
COC(C)(C)CCCC(C)C/C=C/C(C)=C/C(=O)OC(C)C (configuration not stated)	-3.7
CCN(CC)C(=O)c1ccc(NC(=O)c2c(C)noc2C)cc1	5.4
COC(=O)C1=C(c2ccc(F)cc2F)C[C@@H]2CC[C@H]1N2C(=O)NCCOc1ccccc1	-2.3
COC(=O)C1=C(c2cccc(OCc3ccccc3)c2)C[C@@H]2CC[C@H]1N2C(=O)NCCOc1ccccc1	-3.2
COC(=O)C1=C(c2cccc(C#N)c2)C[C@@H]2CC[C@H]1N2C(=O)NCc1cc(C)oc1C(F)(F)F	-1.2
CN1[C@@H]2CC[C@H]1CC(OC1c3ccccc3CCc3ccccc31)C2 (some centres not stated)	4.3
COC(=O)C1=C(c2ccc(F)cc2F)C[C@@H]2CC[C@H]1N2C(=O)N1CCC(O)CC1	-0.9
C/C=C1/C[N+]2(C)CCC34C(=C(C=O)[C@H]1C[C@@H]32)Nc1ccccc14 (some centres not stated)	-2.1
C[C@]12CC[C@H](N)CC1=CCC1C2CC[C@@]2(C)C1CC[C@@H]2O (some centres not stated)	11.8
COC(=O)C1=C(c2ccccc2OCc2ccccc2)C[C@@H]2CC[C@H]1N2C(=O)NCc1cccc(F)c1	-2.9
CC(C)(C)C(=O)O[C@H]1CC[C@@]2(C)C(=CC(=O)C3C2CC[C@]2(C)C(=O)[C@H](O)CC32)C1 (some centres not stated)	3.2
C[N+](C)(C)CCOC(=O)CBr	-0.2
ClC(Cl)=C(c1ccc(Cl)cc1)c1ccc(Cl)cc1	-4.1
O=C1C(Cl)=CC(=Nc2ccc(O)cc2)C=C1Cl	10.7
C[C@]12CCC3C(CC[C@H]4C[C@@H](O)CC[C@]34C)C1C[C@@H](O)C2=O (some centres not stated)	-0.8
ClC(Cl)(Cl)c1ccccc1	1.2
C[C@]12CCC3C(CC[C@@H]4C[C@H](O)CC[C@]34C)C1CCC2=O (some centres not stated)	-0.6
COC(=O)C1=C(c2cccc(OCc3ccccc3)c2)C[C@@H]2CC[C@H]1N2C(=O)NC1CCN(Cc2ccccc2)CC1	-4.1

4 entries from above, with each value named.
COC(=O)C1=C(c2ccc(F)cc2F)C[C@@H]2CC[C@H]1N2C(=O)N1CCC(O)CC1
- GSK3 alpha inh: -0.9
C/C=C1/C[N+]2(C)CCC34C(=C(C=O)[C@H]1C[C@@H]32)Nc1ccccc14 (some centres not stated)
- GSK3 alpha inh: -2.1
C[C@]12CC[C@H](N)CC1=CCC1C2CC[C@@]2(C)C1CC[C@@H]2O (some centres not stated)
- GSK3 alpha inh: 11.8
COC(=O)C1=C(c2ccccc2OCc2ccccc2)C[C@@H]2CC[C@H]1N2C(=O)NCc1cccc(F)c1
- GSK3 alpha inh: -2.9

Retrieved one by one from above (5):
SMILES	GSK3 alpha inh
ClC(Cl)(Cl)c1ccccc1	1.2
O=C1C(Cl)=CC(=Nc2ccc(O)cc2)C=C1Cl	10.7
COC(=O)C1=C(c2ccc(F)cc2F)C[C@@H]2CC[C@H]1N2C(=O)N1CCC(O)CC1	-0.9
COC(=O)C1=C(c2ccccc2OCc2ccccc2)C[C@@H]2CC[C@H]1N2C(=O)NCc1cccc(F)c1	-2.9
COC(=O)C1=C(c2cccc(OCc3ccccc3)c2)C[C@@H]2CC[C@H]1N2C(=O)NC1CCN(Cc2ccccc2)CC1	-4.1

Next section:
SMILES	GSK3 alpha inh
Cc1cc(=O)oc2cc(OCC(=O)N3CCN(Cc4ccccc4)CC3)ccc12	1.0
C=C1C(O)[C@@H]2O[C@]3(CC[C@H](/C=C/C(C)[C@@H]4CC(C)=CC5(O[C@H](C[C@@](C)(O)C(=O)O)CCC5O)O4)O3)CC[C@H]2O[C@@H]1C(O)CC(C)[C@H]1OC2(CCCCO2)CCC1C (some centres not stated)	-0.2
C[C@]12CC[C@H](O)CC1=CC(=O)C1C2CC[C@]2(C)C(=O)CCC12 (some centres not stated)	-0.4
CCOP(=S)(OCC)SCCSCC	-2.2
COC(=O)C1=C(c2ccc(OC(F)(F)F)cc2)C[C@@H]2CC[C@H]1N2C(=O)N1CCCCC1	-1.4
Oc1ccc(Cl)c(Cl)c1Cl	-2.5
COC(=O)C1=C(c2cccc(C#N)c2)C[C@@H]2CC[C@H]1N2C(=O)NCc1cccc2ccccc12	0.3
COC(=O)C1=C(c2ccc(C(C)=O)cc2)C[C@@H]2CC[C@H]1N2C(=O)NCc1ccc(C(F)(F)F)cc1	0.7
O=S(=O)(c1ccc(Cl)cc1)c1ccc(Cl)cc1	-0.5
COC(=O)C1=C(c2ccc(Cl)c(C(F)(F)F)c2)C[C@@H]2CC[C@H]1N2C(=O)N1CCCC1	-2.0
COC(=O)C1=C(c2ccc(F)cc2OCc2ccccc2)C[C@@H]2CC[C@H]1N2C(=O)NCCOc1ccccc1	-2.3
Oc1c(Br)c(Br)c(Br)c(Br)c1Br	-1.7

Taken from above.
CCOP(=S)(OCC)SCCSCC in GSK3 alpha inh reads -2.2
COC(=O)C1=C(c2ccc(Cl)c(C(F)(F)F)c2)C[C@@H]2CC[C@H]1N2C(=O)N1CCCC1 in GSK3 alpha inh reads -2.0
